Screening data deposited in PubChem BioAssay by several laboratories.
Spn PMK inh = blocks S. pneumoniae phosphomevalonate kinase; purified PMK, PK/LDH-coupled NADH absorbance 340 nm; inhibition, % at 10 µM; 0.49% of 65,000 active;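 active = top-ranked compounds by inhibition in the single 10 µM screen, taking a fixed number of the strongest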;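 also: 0% = full reaction with DMSO carrier and 100% = background rate without enzyme reaction; no value below 0 was filed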
LYP inhibition = LYP phosphatase inhibitors, primary screen, biochemical, DiFMUP fluorescence, recombinant catalytic domain, 10 µM (AID 606); recombinant LYP catalytic domain, DiFMUP fluorescence; higher % means a stronger effect; inhibition, % at 10 µM, or IC50 in µM where a hit was titrated; 52,000 tested, under 10 active;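 active = IC50 under 40 µM in the dose-response test; inactive = IC50 of 40 µM or more, or never dose-tested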
HPDE-C7 viability = HPDE-C7 pancreatic duct cell viability loss – fluorescence, HTS (AID 430); 1.8% of 63,000 active; HPDE-C7 pancreatic duct cells viability, fluorescence; higher % means a stronger effect; one-dose cytotoxicity, % at 10 µM; EC50 in µM for titrated hits;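 also: cells exposed to compound for 48 hours before viability readout; 0% = vehicle and 100% = reference cytotoxic drug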
Alkaline phosphatase = inhibition of tissue-nonspecific alkaline phosphatase – biochemical, luminescent (AID 518); purified TNAP enzyme, luminescent substrate readout; higher % means a stronger effect; inhibition, % at 20 µM, or IC50 in µM where a hit was titrated; 0.09% of 64,000 active; in the data active = a potency from the dose series; inactive = the rest, 99 in 100 with inhibition below about 22%;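 also: plate controls were vehicle for no effect and reference inhibitor for full effect; many of its hits are not listed in these tables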
Bfl-1 displacement = Bfl-1 inhibitors, primary screen, biochemical, fluorescence polarization, FITC-Bid, mouse (AID 432); FITC-Bid BH3 peptide fluorescence polarization displacement; higher % means a stronger effect; one-dose displacement, % at 20 µM; IC50 in µM for titrated hits; 0.02% of 64,000 active; in the data active = a potency from the dose series; inactive = the rest, 99 in 100 with displacement below about 15%; also: strong numbers were not always called active
HPDE-C7K KRASV12 = viability loss of HPDE-C7K cells – cell-based, fluorescence, HTS, primary screen (AID 431); HPDE-C7K KRASV12 cells, Alamar Blue viability, 48 h; higher % means a stronger effect; cytotoxicity, % at 10 µM, or EC50 in µM where a hit was titrated; 1.7% of 63,000 active;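 active = compounds whose percent cytotoxicity in the single-dose primary screen, scaled between solvent and toxic-drug controls, exceeds 50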;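 also: 0% = DMSO solvent wells and 100% = doxorubicin-treated wells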
Spn MK inh = inhibitors of Streptococcus pneumoniae mevalonate kinase. purified MK, PK/LDH-coupled NADH absorbance 340 nm. 0.48% of 65,000 active. AID 555. inhibition, % at 10 µM;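 active = ranked among the strongest by inhibition in the single 10 µM screen, a fixed top-ranked set picked for dose follow-up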; also: no value below 0 was filed
DPM-DC inhibit = S. pneumoniae DPM-DC inhibition. AID 556. 0.49% of 65,000 active. calls only at 10 µM. purified DPM-DC, PK/LDH coupled NADH fluorescence;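 active = the 320 compounds with the highest percent inhibition in the single-dose primary screen, excluding strongly autofluorescent ones, cut at about 32% in these data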;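 also: kinetic rate of NADH fluorescence loss reporting ADP formed by the decarboxylase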
HT1080 viability = cytotoxicity in HT1080 fibrosarcoma cells, cell-based, fluorescence readout (AID 620) | HT1080 viability, fluorescence; higher % means a stronger effect | cytotoxicity, % at 10 µM, or EC50 in µM where a hit was titrated | 0.42% of 87,000 active;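 also: cells exposed to compound overnight then 4 h with Alamar Blue; 0% = vehicle DMSO and 100% = killing control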
Spn PMK inh pilot replicates = also measured in Spn PMK inh; calls as there; inhibition, %; measured here: pilot screen replicates
Spn MK inh pilot replicates = further read-out of Spn MK inh, marked with its call; inhibition, %; measured here: pilot screen replicates
DPM-DC inhibit pilot screen % = also measured in DPM-DC inhibit; calls as there; inhibition, %; measured here: pilot screen trials
* = called active by the depositor; i = inactive; · = not tested or not shown; + = active, no number. Rule as the data show it, unless noted: active = cytotoxicity above about 50%; inactive = the rest.

SMILES | Spn PMK inh | LYP inhibition | HPDE-C7 viability | Alkaline phosphatase | Bfl-1 displacement | HPDE-C7K KRASV12 | Spn MK inh | DPM-DC inhibit | HT1080 viability | others
CCN1CCn2c3c(c4cc(Br)ccc42)CCCC31 (configuration not stated) | 8 | · | 10% | 10% | -5% | 9% | 8 | i | -9%
O=S(=O)(NCc1ccco1)N1CCOCC1 | 0 | -6% | 6% | 8% | 0% | 2% | 8 | i | 10%
COCCN1Cc2cccc(C(=O)Nc3c(C)cccc3C)c2C1=O | 20 | 6% | -16% | 9% | -2% | -3% | 0 | i | 9%
COc1ccccc1NC(=O)CSc1nnc(Cn2cnc3ccccc32)n1C | 5 | · | 4% | 11% | -4% | 1% | 8 | i | -14%
O=C(CN1CCC(n2nnc3cc(F)ccc32)CC1)N1CCc2ccccc2C1 | 18 | 9% | 2% | 16% | -10% | -5% | 0 | i | -16%
COC(=O)c1c(C)[nH]c(C(C)=O)c1C | 7 | · | · | 8% | -1% | · | 3 | i | 12%
COc1ccccc1NC(=O)c1ccc(S(=O)(=O)N2CCCC2)cc1 | 5 | -6% | 0% | 10% | 2% | 0% | 5 | i | 2%
O=C(CSc1nc2cc3c(cc2c(=O)n1CCC1=CCCCC1)OCO3)NCc1ccco1 | 10 | -1% | 34% | 6% | 1% | 11% | 1 | i | 18%
O=C(Oc1ccc(Cl)cc1)N1CCCCC1 | 0 | 1% | -1% | 10% | -5% | 6% | 0 | i | -6%
CCn1c(=O)n(CCOC)c(=O)c2c3c(sc21)CCCC3 | 0 | -4% | -7% | 5% | -1% | 7% | 7 | i | -12%
COCCNC(=O)c1cn(C)c(=O)c2cc(OC)c(OC)cc12 | 0 | 15% | -12% | 5% | -4% | -2% | 5 | i | 3%
Cc1cc(C(C)(C)C)cc(C)c1CC1=NCCN1 | 0 | 11% | -17% | 19% | -7% | 4% | 4 | i | 19% | Spn PMK inh pilot replicates=2.0;Spn MK inh pilot replicates=4.0;DPM-DC inhibit pilot screen %=0.5
CCOC(=O)c1[nH]cnc1C(=O)O | 7 | · | 17% | 9% | -4% | -9% | 12 | i | 3%
CCN1C(=O)C(NC(C)=O)c2cc(OC)ccc21 (configuration not stated) | 12 | -5% | -5% | 5% | -4% | -11% | 8 | i | -5%
Cn1c(C(=O)N2CCN(c3nc4ccccc4s3)CC2)cc2sccc21 | 12 | -3% | 5% | 9% | -2% | 16% | 5 | i | -1%
COCC(=O)N1CCCc2ccccc21 | 6 | -21% | -7% | 5% | -2% | -16% | 3 | i | 3%
CSc1nc(C)nc2c1c(=O)n(C)c(=O)n2C | 5 | -10% | -1% | 8% | 2% | -1% | 9 | i | 9%
O=C(N1CCOCC1)N1CCN(S(=O)(=O)N2CCOCC2)CC1 | 7 | 3% | -6% | 12% | -17% | -4% | 6 | i | 1%
Cc1ccc(-n2nc(C)c3c(C)c(CCC(=O)NCc4ccco4)c(C)nc32)cc1 | 10 | 10% | -1% | 6% | 6% | -2% | 1 | · | -4%
Cc1sc2ncnc(NCCCO)c2c1C | 8 | 3% | 6% | 6% | 0% | 3% | 3 | i | -6%
Cc1ccc(S(=O)(=O)NCc2nc3ccccc3[nH]2)cc1 | 9 | 6% | -10% | -11% | -2% | 1% | 4 | i | 1%
Nn1c(SCC(=O)Nc2ccc(F)c(F)c2)nnc1C1CCCCC1 | 9 | 12% | -8% | 3% | -5% | -3% | 9 | i | -11%
CC1(C)N([O-])C(c2ccccc2)=C[N+](=O)C1(C)C | 6 | -5% | -2% | 10% | -6% | -13% | 6 | i | 0%
O=c1[nH]c2ccccc2cc1-c1noc(-c2cccnc2)n1 | 6 | 1% | 6% | 12% | 8% | 3% | 8 | · | -17%
CC1CCN(C(=O)C(Cc2ccccc2)NS(=O)(=O)c2ccc3c(c2)oc(=O)n3C)CC1 (configuration not stated) | 0 | -2% | 0% | -1% | -2% | 7% | 1 | i | -7%
Cc1ccc(NC(=O)c2cc(-c3cccc(O)c3)on2)cc1C | 23 | 9% | 49% | 20% | 0% | 44% | 7 | i | 2%
O=S(=O)(NCC(c1cccnc1)N1CCN(c2ccc(F)cc2)CC1)c1cc(F)ccc1F (configuration not stated) | 1 | 16% | · | · | · | · | 7 | i | 11%
COC(=O)Cn1c(CCS(=O)(=O)c2ccc(C)cc2)nc2ccccc21 | 9 | 5% | -15% | 11% | -6% | -11% | 0 | i | -13% | Spn PMK inh pilot replicates=6.0;Spn MK inh pilot replicates=0.5;DPM-DC inhibit pilot screen %=1.0
O=C(Cn1cnc2c(nnn2-c2ccccc2)c1=O)NCCc1ccccc1 | 15 | 8% | -3% | 10% | -3% | 2% | 0 | i | -1%
Cc1c(N/C=C/C(=O)c2cccs2)c(=O)n(-c2ccccc2)n1C | 5 | 8% | 16% | 11% | 0% | 10% | 12 | i | 2%
CCOC(=O)c1c(C)[nH]c(C)c1C(=O)CSc1nc(N)cc(N)n1 | 10 | 4% | · | · | · | · | 6 | i | 31%
COc1ccccc1C1C=C(c2ccc(Cl)cc2)Nc2nc(N3C(=O)CCC3=O)nn21 (configuration not stated) | 10 | · | · | 14% | -7% | · | 9 | i | 1%
COc1ccccc1CNC(=O)CN(C)CC(=O)Nc1cccc(F)c1 | 15 | -9% | -9% | 5% | -1% | -4% | 0 | i | 0%
COC(=O)Oc1c(Br)c(=O)oc2ccccc12 | 3 | 10% | 9% | 6% | 24% | 2% | 9 | i | -1% | Spn PMK inh pilot replicates=0.5;Spn MK inh pilot replicates=0.5;DPM-DC inhibit pilot screen %=2.5
COC(=O)C(NC(=O)C(C)Oc1ccccc1)C(C)C (configuration not stated) | 7 | 6% | 8% | 5% | 0% | -3% | 8 | i | 5%
O=C(Nc1nc(-c2ccccc2)ns1)c1cccs1 | 13 | -3% | 7% | 8% | -2% | -1% | 5 | i | -2%
CC(=O)N(Cc1cc2c(C)cc(C)cc2[nH]c1=O)C1CCCCC1 | 9 | -5% | -18% | -3% | 5% | -11% | 9 | i | -15%
O=C(C1CCN(C2CC(=O)N(Cc3ccccc3)C2=O)CC1)N1CCCCCC1 (configuration not stated) | 0 | 13% | 0% | 8% | -5% | -6% | 6 | i | 9%
CCN(CC)C(=O)Cn1cnc2ccccc2c1=O | 0 | 4% | 3% | 6% | -2% | -1% | 0 | i | 6%
O=C(NCC1CCCO1)C1CCC(=O)N1CCc1ccccc1 (configuration not stated) | 12 | 1% | -12% | 4% | -7% | -5% | 5 | i | 3%
O=C(COc1ccc(Cl)cc1)N1CCN(C(=O)c2cccc(F)c2)CC1 | 7 | 20% | -11% | 7% | -8% | 1% | 10 | i | ·
O=C(NCc1ccc2c(c1)OCO2)C1CCC(CNc2c(N3CCCC3)c(=O)c2=O)CC1 (configuration not stated) | 7 | 9% | -2% | 11% | -2% | 3% | 5 | i | -3%
Cc1ccc(Cn2nc(C)c(NC(=O)c3cc(-c4ccco4)on3)c2C)cc1 | 10 | 7% | -4% | 8% | -2% | 7% | 4 | i | -7%
O=C(CC1CCCC1)Nc1nnc(C2CC2)s1 | 15 | · | -5% | 3% | -6% | -14% | 0 | i | 6%
O=C(NCC1COc2ccccc2O1)C1CCC(CNc2c(N3CCCCC3)c(=O)c2=O)CC1 (configuration not stated) | 12 | 14% | 10% | 4% | -3% | 6% | 1 | i | -2%
O=c1c2ccccc2oc2nc(-c3ccco3)n(Cc3ccccc3)c(=O)c12 | 17 | · | -26% | 8% | -6% | 0% | 12 | i | 14%
Cc1ccc2nc(NC(=O)Cn3cc4c(n3)CCCCC4)sc2c1 | 0 | 10% | 42% | 16% | -4% | 31% | 11 | i | 5% | Spn PMK inh pilot replicates=0.0;Spn MK inh pilot replicates=6.5;DPM-DC inhibit pilot screen %=4.5
CCOC(=O)C(CC)Sc1nnc2n1C(C)(C)Cc1ccccc1-2 (configuration not stated) | 9 | 10% | 7% | -3% | 1% | -11% | 10 | i | 28%
C=CCNc1nc(N(c2ccccc2)c2ccccc2)nc(-n2ccnc2)n1 | 17 | -3% | 6% | 10% | 0% | 10% | 7 | i | 3%
Cc1cccn2c(=O)c3cc(C#N)c(=NC(=O)c4ccc5c(c4)OCO5)n(CC(C)C)c3nc12 | 11 | 9% | 16% | 10% | -4% | 16% | 11 | + | -1%
CC(=O)NCCOc1cccc2ccccc12 | 0 | 12% | 3% | 8% | -3% | 1% | 0 | i | 4%
N#C/C(=C1\CCCN1)c1nc(-c2ccccc2)cs1 | 4 | -5% | -5% | 20% | -6% | -2% | 6 | i | -4%
CCOC(=O)c1c(CN2CCN(C)CC2)oc2ccc(OC)cc12 | 14 | 6% | 4% | 13% | -3% | 5% | 0 | i | -6%
CCCOc1ccc(-c2nc(N)n[nH]2)cc1 | 10 | · | -14% | 10% | -1% | -7% | 0 | i | ·
Cc1cccc(C2CC(c3ccc(F)cc3)Nc3nc(N)nn32)c1 (configuration not stated) | 8 | 11% | 3% | 8% | 0% | 8% | 8 | i | -5%
COCCNC(=O)CCCCCN1C(=O)CCC1=O | 9 | 5% | 1% | 4% | 1% | -6% | 4 | i | 3% | Spn PMK inh pilot replicates=1.5;Spn MK inh pilot replicates=1.5;DPM-DC inhibit pilot screen %=1.0
O=C(NCCCn1ccnc1)c1cc(-c2ccc3c(c2)OCO3)on1 | 13 | · | 32% | 8% | 6% | 25% | 0 | i | -4%
Cc1c(C(=O)N2CCOCC2)sc2ncnc(N3CCc4ccccc4C3)c12 | 10 | 7% | -4% | 5% | 4% | 1% | 5 | i | 3%

Grouped by structure, the compounds so far with fluorine (six)
SMILES | Spn PMK inh | LYP inhibition | HPDE-C7 viability | Alkaline phosphatase | Bfl-1 displacement | HPDE-C7K KRASV12 | Spn MK inh | DPM-DC inhibit | HT1080 viability | others
O=C(CN1CCC(n2nnc3cc(F)ccc32)CC1)N1CCc2ccccc2C1 | 18 | 9% | 2% | 16% | -10% | -5% | 0 | i | -16%
Nn1c(SCC(=O)Nc2ccc(F)c(F)c2)nnc1C1CCCCC1 | 9 | 12% | -8% | 3% | -5% | -3% | 9 | i | -11%
O=S(=O)(NCC(c1cccnc1)N1CCN(c2ccc(F)cc2)CC1)c1cc(F)ccc1F (configuration not stated) | 1 | 16% | · | · | · | · | 7 | i | 11%
COc1ccccc1CNC(=O)CN(C)CC(=O)Nc1cccc(F)c1 | 15 | -9% | -9% | 5% | -1% | -4% | 0 | i | 0%
O=C(COc1ccc(Cl)cc1)N1CCN(C(=O)c2cccc(F)c2)CC1 | 7 | 20% | -11% | 7% | -8% | 1% | 10 | i | ·
Cc1cccc(C2CC(c3ccc(F)cc3)Nc3nc(N)nn32)c1 (configuration not stated) | 8 | 11% | 3% | 8% | 0% | 8% | 8 | i | -5%
